T cell modulator: T cell immune modulation candidate; calls only at 7 µM; AID 2052; 330,000 compounds, 0.068% hits; 2C CD8+ T cell-vesicle binding, flow cytometry; active compounds read low;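 active means response, share of CD8 T cells binding vesicles, and their 90th percentile fluorescence all below set limits, cut at about 80% in these data, passing the limit was not always enough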
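Assay system: 2C TCR transgenic mouse naive CD8+ T cells, MACS-purified | Read-out: CD8+ gate FL2 mean fluorescence as % of same-row positive control | Signal: High-throughput flow cytometry with anti-B7-1 and anti-CD8 staining | Timing: Binding step 1.5 h, 37 °C, antibody labelling 20 min, ice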
b-catenin transl: modulators of beta-catenin nuclear translocation; 190,000 compounds, 0.3% hits; nuclear translocation activity, % at 5 µM; HeLa beta-catenin nuclear translocation, immunofluorescence imaging;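 active means nuclear translocation activity above 50% at 5 µM, with a well cell count of 50 or more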;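 further: per-cell ratio of nuclear to cytoplasmic median beta-catenin stain intensity; plate controls were DMSO negative control for no effect and GSK-3 inhibitor IX positive control for full effect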
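test system = HeLa cells, endogenous beta-catenin | dosing = single 5 µM dose plus 0.02–20 µM confirmation series | times = compound treatment 24 h, 37°C, 5% CO2 | technique = beta-catenin immunofluorescence imaging with DAPI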
PhoP inhibition: PhoP-dependent GFP reporter repression – Salmonella Typhimurium, primary screen (AID 1863) | S. Typhimurium PhoP-regulated promoter GFP reporter, 4 h; higher % means a stronger effect | one-dose inhibition, % at 50 µM; IC50 in µM for titrated hits | 300,000 compounds, 0.16% hits;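 active means inhibition over 29.93%, a cutoff 3 SD above the screen mean, later confirmed by dose response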;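 further: 0% = low Mg2+ inducing control and 100% = high Mg2+ repressing control; strong numbers were not always called active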
MT stabilizer: microtubule stabilization, imaging screen; HeLa tubulin immunostaining HCS, 24 h; share of cells brighter than vehicle mean+2SD; % tubulin-high responders, % at 10 µM; 200,000 compounds, 0.83% hits; AID 2205;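 active means plate Z-score above 3 for both tubulin-high and condensed-nucleus cell shares, with cell loss under 80%, at 10 µM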;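 further: anti alpha tubulin signal scored within the nucleus-defined area of each cell; some results filed as inactive read as strong as hits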
Dynein transport: dynein cargo transport inhibition | z-score, hits read low | 3617.4 mouse cells, GR-EGFP nuclear translocation imaging; test concentration mostly 20 µM; stimulated with dexamethasone, 1 µM; active compounds read low | 220,000 compounds, 0.47% hits | AID 1381;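 active means plate z-score of nuclear minus cytoplasmic receptor signal below a set negative limit, without overly bright fluorescence or cell loss, cut at about -3.5 in these data, passing the limit was not always enough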;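 further: z-score of nuclear minus cytoplasmic ring GR-EGFP intensity difference per well; some compounds called inactive have numbers as strong as hits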
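Buffer or medium – tet-free medium with charcoal-stripped serum · Signal – automated 10x imaging of fixed Hoechst-stained cells · Also added – dexamethasone agonist, 1.0 µM final, for 30 min · Incubation – induction 48 h, compound 1 h, agonist 30 min · Read-out – GR-EGFP nuclear translocation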
ER stress rescue: protection against thapsigargin-triggered cell killing – 384-well, CSM14.1, ATP luminescence, primary screen (AID 1222). CSM14.1 thapsigargin-induced death rescue, ATP luminescence; higher % means a stronger effect. one-dose cellular ATP content (survival), % at 20 µM; EC50 in µM for titrated hits. 190,000 tested, under 10 active;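 active means EC50 below 50 µM in the dose-response confirmation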;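 further: death triggered by thapsigargin at about 15 µM added after 2 h compound pretreatment; cell ATP read after overnight thapsigargin exposure of roughly 18 to 22 hours; normalized against plate controls of thapsigargin alone and 5% DMSO vehicle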
Insulin prom up: MIN6 insulin promoter up-regulation. MIN6 insulin promoter-GFP reporter, high-content imaging; active compounds read high. z-score at 5 µM. 190,000 compounds, 0.3% hits;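 active means z-score above 3 at 5 µM with at least 500 cells counted in the well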
Autophagy HCS: autophagy modulation, high-content screen; calls only at 10 µM (by protocol); AID 463193; MEF GFP-LC3 puncta imaging; test concentration mostly 10 µM; 190,000 compounds, 0.98% hits;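 active means percentage of spot-positive cells more than 3 SD above its plate mean, without a fluorescence outlier flag or 80% toxicity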;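 further: spot-positive cell cutoff set from DMSO-treated cells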
Lipid droplet: hepatic lipid droplet formation modulation; AML12 mouse hepatocytes, oleate lipid droplets, BODIPY imaging; inhibition, % at 6.5 µM; 240,000 compounds, 0.4% hits; AID 1656;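 active means lipid droplet intensity inhibited by at least 50%, with more than 500 cells counted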
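Technique: fluorescence imaging, 20x objective, two fields per well / Assay system: AML12 hepatocytes (mouse) / Measure: % inhibition of lipid droplet signal / Doses: 6.5 µM single-point dosing / Incubation: overnight exposure / Reagent: 100 µM oleic acid challenge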
Dynein transport cytoplasmic EGFP: second read-out of Dynein transport, no call of its own (marks repeat the call); z-score; measured here: cytoplasmic GR-EGFP intensity; active compounds read high
Dynein transport nuclear GR-EGFP: also measured in Dynein transport; calls as there; z-score; measured here: nuclear GR-EGFP intensity;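 lower value marks the stronger effect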
Dynein transport cell count: further read-out of Dynein transport, marked with its call; z-score; measured here: cell count per field
Insulin prom up cell count: further read-out of Insulin prom up, marked with its call; cell count; measured here: cytotoxicity, nuclei count;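 total cells summed across four imaged fields per well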
Lipid droplet cells 6.5 µM: also measured in Lipid droplet; calls as there; cell count; measured here: cell count, cytotoxicity flag;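 cells counted across two imaged fields per well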
b-catenin transl cell count 5 µM: second read-out of b-catenin transl, no call of its own (marks repeat the call); cell count; measured here: cell count, cytotoxicity flag
T cell modulator vesicle-bound %: also measured in T cell modulator; calls as there; double positive events, %; measured here: CD8+ vesicle-bound cell fraction;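 binding gate set so that unloaded-vesicle control wells show 10% double positive cells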
MT stabilizer Hoechst-high %: recorded beside MT stabilizer, whose call it bears; % Hoechst-high responders; measured here: nuclear condensation Hoechst responders;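 share of cells brighter than vehicle mean plus two SD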
MT stabilizer cytotoxicity %: recorded beside MT stabilizer, whose call it bears; toxicity, %; measured here: cytotoxicity by cell density;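 0% = mean cell density of plate MIN control wells and 100% = no cells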
Autophagy HCS cell loss 18 h: recorded beside Autophagy HCS, whose call it bears; toxicity, %; measured here: cell loss, nuclei count;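 cell loss after 18 h compound exposure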
Active calls of the source: *; i = inactive; . = not tested or not shown.

SMILES	T cell modulator	T cell modulator vesicle-bound %	b-catenin transl	b-catenin transl cell count 5 µM	PhoP inhibition	MT stabilizer	MT stabilizer Hoechst-high %	MT stabilizer cytotoxicity %	Dynein transport	Dynein transport cytoplasmic EGFP	Dynein transport nuclear GR-EGFP	Dynein transport cell count	ER stress rescue	Insulin prom up	Insulin prom up cell count	Autophagy HCS	Autophagy HCS cell loss 18 h	Lipid droplet	Lipid droplet cells 6.5 µM
CN(Cc1cccs1)C(=O)c1ccc(S(=O)(=O)NCc2ccco2)cc1	i	33	0.0	1313	.	.	.	.	0.52	-0.73	0.094	-0.86	.	-0.32	964	.	.	18	653
O=C(Oc1ccc(C(=S)N2CCC(O)CC2)cc1)c1ccc(Cl)cc1	i	57	0.9	1050	6%	3.0	2.4	7.5	0.071	-0.12	0.21	-1.4	-2.5%	0.99	1685	i	20	-5	681
Cc1cccc(NC(=S)Nc2ccc(N3CCOCC3)cc2)c1C	i	36	4.2	1010	24%	4.8	2.4	11	1.3	-0.29	0.63	0.57	0.4%	-0.39	1558	i	21	33	635
O=C(c1ccc2c(c1)OCO2)N1CCN(c2ccc(F)cc2)CC1	i	30	-0.8	922	1%	6.4	2.8	8.5	-0.89	-0.2	-0.24	0.27	4.6%	.	.	i	-14	.	.
CCn1nc(C(=O)OCC(=O)Nc2ncc(Cl)c(C)c2Cl)c2ccccc2c1=O	i	58	-1.4	1146	-9%	1.5	3.6	7.0	-0.39	-0.27	0.023	0.68	-0.1%	0.16	1490	i	-10	10	655
CCc1ccccc1OCC(=O)Nc1nc(-c2cccnc2)cs1	i	54	-4.6	1064	8%	2.2	1.4	2.2	0.58	-0.2	0.43	-0.087	.	0.88	1380	i	39	32	694
C/C(CCN1CCCCc2nc(C)c(C)cc21)=N\OC[C@@H](O)[C@H]1O[C@@H]2OC(C)(C)O[C@@H]2[C@H]1O	.	.	.	.	1%	4.1	2.3	3.8	0.46	-0.31	0.59	0.46	-3.9%	1.1	1065	i	-13	0	751
c1cn(CCCNc2ncnc3sc4c(c23)CCC4)cn1	i	30	-2.0	964	24%	4.7	1.9	0.3	1	-0.19	1.2	-0.65	.	-1	1136	i	-5	.	.
CC(C)=CCN1CCN(Cc2cccn2-c2nccs2)CC1CCO (stereo unspecified)	i	36	0.6	973	-6%	4.4	2.1	7.7	-0.45	-0.33	-0.25	0.86	-2.0%	0.72	1417	i	0	-10	721
O=C(N/N=C/c1cccnc1)C1CC1(c1ccccc1)c1ccccc1 (stereo unspecified)	i	20	0.2	577	-2%	1.6	2.2	9.9	-0.24	-0.33	-0.09	0.88	-0.2%	.	.	i	8	1	715
O=C1N=C2SCCN2/C1=C\c1c(Cl)cccc1Cl	i	56	1.7	1325	8%	2.1	2.0	7.6	0.37	-0.21	0.71	1	-0.9%	1.5	1655	i	-28	.	.
CCn1c(SCc2ccc(OC)cc2)nnc1-c1ccncc1	i	17	.	.	-11%	1.9	1.8	5.5	-1.3	-0.23	-0.49	0.58	-0.9%	0.6	1320	i	2	-1	723
Cc1nc2c(-c3ccccc3)c(C)nn2c(SCC(N)=O)c1Cc1ccccc1	i	23	0.7	1348	-14%	.	.	.	0.85	-0.22	0.44	-0.077	.	-0.73	1025	.	.	-6	645
O=C(O)C1C2CCC(O2)C1C(=O)Nc1ccc(F)cc1 (stereo unspecified)	i	63	0.8	1451	6%	2.8	1.9	5.1	-0.43	0.34	-0.28	0.85	0.3%	-0.41	1532	i	5	5	745
Cc1[nH]n2c(=O)c3c(nc2c1-c1ccccc1)CCC3	i	56	.	.	1%	1.7	1.1	4.2	1.1	-0.14	0.89	-0.56	-0.6%	0.44	1260	i	-2	5	772
Cc1ccc(C)n1-c1ccc(C(=O)NCc2cccnc2)cc1	i	21	0.6	1059	6%	2.6	2.7	1.2	-0.94	0.058	-0.33	0.45	-1.3%	-0.07	1357	i	-9	15	701
CCN1CCN(C(=O)C23CCC(C)(C(=O)C2Br)C3(C)C)CC1 (stereo unspecified)	i	25	0.6	1287	1%	.	.	.	-1	-0.83	-0.4	0.47	.	0.11	1150	.	.	-12	691
CCN1CCCC1CNC(=O)Cn1cnc2sc(C)c(S(=O)(=O)N3CCC(C)CC3)c2c1=O (stereo unspecified)	i	25	-2.7	1217	-3%	2.0	0.2	14	0.45	-0.21	0.67	0.43	-0.9%	.	.	i	-9	-4	688
Brc1ccc(OCCCN2CCOCC2)cc1	i	34	.	.	28%	2.2	1.6	12	-0.031	-0.21	-0.17	0.075	-1.0%	-1.3	911	i	-12	-2	739
CN(C(=O)COC(=O)c1cc(Br)c(Br)s1)C1CCS(=O)(=O)C1 (stereo unspecified)	i	47	-5.6	573	-16%	1.4	1.6	5.7	-0.13	-0.24	0.073	0.95	-1.6%	0.85	1518	i	1	18	719

Quoted from the listing:
For MT stabilizer Hoechst-high %, O=C(c1ccc2c(c1)OCO2)N1CCN(c2ccc(F)cc2)CC1 is listed with 2.8
For MT stabilizer Hoechst-high %, CCN1CCCC1CNC(=O)Cn1cnc2sc(C)c(S(=O)(=O)N3CCC(C)CC3)c2c1=O (stereo unspecified) is listed with 0.2

(further entries)
SMILES	T cell modulator	T cell modulator vesicle-bound %	b-catenin transl	b-catenin transl cell count 5 µM	PhoP inhibition	MT stabilizer	MT stabilizer Hoechst-high %	MT stabilizer cytotoxicity %	Dynein transport	Dynein transport cytoplasmic EGFP	Dynein transport nuclear GR-EGFP	Dynein transport cell count	ER stress rescue	Insulin prom up	Insulin prom up cell count	Autophagy HCS	Autophagy HCS cell loss 18 h	Lipid droplet	Lipid droplet cells 6.5 µM
COc1c(Cl)cc(Cl)cc1C(=O)Nc1ccc(NC(C)=O)cc1	i	41	2.1	894	-8%	2.8	2.8	6.2	-0.21	-0.27	0.11	-0.37	2.7%	.	.	i	3	14	724
C/C=C/C(=O)N1CC2(CC(c3cccc(NC(=O)CC(c4ccccc4)c4ccccc4)c3)=NO2)C[C@H]1C(N)=O (stereo partly specified)	i	34	2.0	1021	-4%	.	.	.	-0.038	-0.65	0.28	-0.074	.	1	656	.	.	.	.
S=C(NCCc1ccccc1)NCC1CCCO1 (stereo unspecified)	i	26	2.5	941	0%	2.8	2.1	4.6	-0.015	-0.26	0.14	0.38	-7.3%	-0.56	1252	i	4	5	641
COc1ccc(CCN=C(N)NS(=O)(=O)c2ccccc2)cc1	i	45	-2.0	475	1%	4.3	2.0	3.0	-0.39	-0.32	-0.52	0.59	-3.3%	1.1	1256	i	6	0	692
CC(=O)c1ccc(Sc2ccccc2N)c([N+](=O)[O-])c1	i	22	-1.5	1197	0%	.	.	.	-0.18	-0.24	-0.11	0.24	.	-0.29	1538	.	.	0	760
Nc1ccccc1-c1nnc(-c2ccc(-c3ccccc3)cc2)o1	i	45	-1.1	1061	-6%	2.8	1.4	5.8	1.1	-0.2	0.94	-0.67	-4.8%	1.8	996	i	29	-1	809
CC12CN3CC(=O)N4CC5(C)CN(CC(C)(C4)C5=O)C(=O)CN(C1)CC(C)(C3)C2=O	i	53	-1.0	1156	-5%	4.1	1.6	9.1	-1.7	0.027	-0.5	0.37	-1.5%	-0.04	1373	i	-35	.	.
CCN1CCN(CCCCSc2ccccc2)CC1	i	47	0.1	1153	-1%	1.8	2.7	7.6	-0.22	-0.2	-0.24	0.095	0.0%	-0.08	1536	i	3	-5	658
Cn1nc(C(=O)NCc2ccc(F)cc2)c2ccccc2c1=O	i	22	.	.	4%	2.3	3.3	9.0	-0.61	-0.21	-0.21	0.32	.	.	.	i	-12	.	.
CCSc1nc(C)cc(Oc2ccc(=O)n(C)n2)n1	i	29	-2.5	794	-9%	4.9	2.4	4.0	2.6	-0.033	2	-1	-1.2%	-0.59	1026	i	5	.	.
CCCc1nnc(NC(=O)c2cc3ccccc3oc2=O)s1	i	50	0.5	1099	-1%	1.1	1.5	6.0	-0.69	0.24	-0.11	0.57	-1.2%	0.32	1086	i	10	5	769
C=CCn1c(C(CCCC)CC(O)COCCC)n[nH]c1=S (stereo unspecified)	i	59	0.5	1549	3%	3.2	2.3	6.4	-1	-0.21	-0.57	0.34	0.6%	0.65	1314	i	7	-6	703
CN(CC(=O)Nc1ccc(N2CCOCC2)cc1)Cc1c(O)ccc2ccccc12	i	10	-5.3	1144	-4%	2.0	2.1	6.2	-0.56	-0.37	-0.37	1.5	0.2%	-0.06	1376	i	0	-1	699
N#CCCN(Cc1ccccc1)C(=S)Nc1ccc(F)cc1	i	15	8.0	945	13%	.	.	.	0.029	-0.25	-0.0052	0.67	.	.	.	.	.	-3	704
CCc1cccc(C)c1NC(=O)CN(C)Cc1cccc(F)c1	i	35	-0.3	1088	-3%	2.9	2.9	5.1	0.39	-0.18	0.094	-0.56	1.7%	0.17	1487	i	2	-47	612
CN(Cc1ccccc1)S(=O)(=O)c1ccc(Cl)c(C(=O)OCC(N)=O)c1	i	59	-0.5	1309	-15%	.	.	.	0.65	-0.26	0.21	0.58	.	0.49	971	.	.	14	661

Source: PubChem (several laboratories)
